Bioassay records: PubChem BioAssay, several laboratories
TR-FRET SRC-2 ct = flags TR-FRET format artefacts in PPARgamma SRC-2 recruitment agonist screen. TR-FRET ratio at 8 µM. AID 1049. TR-FRET artefact counter-screen; stronger effect = higher value. 200,000 tested, 0.4% active; in the data active = TR-FRET ratio above about 2000; note: inactives centre near 1500
STAT3 activator = activators of IL-6 induced STAT3 signaling; activation (% of control), % at 5.6 µM; U3A cells, IL-6 STAT3-luciferase reporter, luminescence; 100% = signal with IL-6 EC80 alone; 190,000 tested, 0.91% active; AID 871;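 active = activation above the screen-wide mean of compound activation plus 3 SD, cut at about 130% in these data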;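 note: 0% = background luminescence of wells with medium and substrate only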
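Detection: reporter luminescence signal / Assay system: STAT1-lacking human U3A cells, STAT3 luciferase reporter / Incubation: compound pre-incubation 1 h before IL-6, then 6 h stimulation at 37 °C / Control set: IL-6-only high control / Read-out: % activation relative to IL-6 control / Probe or stimulus: Interleukin-6, 33 ng/mL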
STAT1 blocker = inhibitors of IFN-gamma induced STAT1 signaling; NIH 3T3 STAT1-luciferase reporter, luminescence; inhibition, % at 5.5 µM; 200,000 tested, 0.35% active;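 active = inhibition above a set limit, the mean inhibition across all tested compounds plus 3 SD, cut at about 34% in these data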;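 note: 0% = IFN-gamma with DMSO and 100% = IFN-gamma with 300 µM nifuroxazide; values of inactives mirror those of a sister screen read the other way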
PPARg SRC2 recr = agonists of SRC-2 recruitment by human PPARgamma; P37231; PPARgamma LBD-SRC-2 recruitment, biochemical; activation, % at 8 µM; 200,000 tested, 0.34% active; in the data active = activation above about 22%;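 note: 0% = vehicle and 100% = reference agonist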
Target sequence (P37231 whole entry, looked up, the tested form may be a part): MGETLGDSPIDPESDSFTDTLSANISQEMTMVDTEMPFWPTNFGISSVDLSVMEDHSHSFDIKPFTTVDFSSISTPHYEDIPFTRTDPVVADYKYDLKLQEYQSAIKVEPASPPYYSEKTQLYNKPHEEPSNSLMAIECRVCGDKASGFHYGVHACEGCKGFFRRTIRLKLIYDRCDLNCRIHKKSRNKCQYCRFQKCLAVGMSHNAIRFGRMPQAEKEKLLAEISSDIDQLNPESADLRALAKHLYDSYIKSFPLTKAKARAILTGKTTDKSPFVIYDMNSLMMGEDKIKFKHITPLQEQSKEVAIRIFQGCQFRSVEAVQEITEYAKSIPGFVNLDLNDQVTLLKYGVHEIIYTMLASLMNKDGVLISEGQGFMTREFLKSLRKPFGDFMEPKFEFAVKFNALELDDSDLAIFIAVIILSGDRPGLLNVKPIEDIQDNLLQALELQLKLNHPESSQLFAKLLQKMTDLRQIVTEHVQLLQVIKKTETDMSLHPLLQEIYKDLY
TNAP act hiacc = TNAP (human) activation, high acceptor | P05186 | activation factor at 20 µM | AID 1136 | 200,000 tested, under 10 active | purified TNAP, CDP-star luminescence, 1 M DEA, 30 min; stronger effect = higher value; 0 = EDTA background, 1 = DMSO-only activity;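 active = activation factor at least 2 at 20 µM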
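Test system – human TNAP · Doses – 20 µM single point · Incubation – 30 min, room temperature · Signal – luminescent substrate turnover signal · Read-out basis – activation factor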
bIAP inh = blocks bovine intestinal alkaline phosphatase activity; 190,000 tested, under 10 active; purified bovine IAP, CDP-star luminescence, 30 min; inhibition, % at 20 µM;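 active = over 50% inhibition of intestinal alkaline phosphatase at 20 µM in the single-dose screen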
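Assay system – bovine IAP enzyme · Quantity – bovine IAP at 1/65,000,000 final dilution · Detection – CDP-star luminescence signal · Times – 30 min reaction at room temperature · Also added – CDP-star substrate at 30 µM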
STAT3 blocker = STAT3 signaling inhibition; U3A cells, IL-6 STAT3-luciferase reporter, luminescence; host cell line lacks STAT1; 190,000 tested, 0.89% active; inhibition, % at 5.5 µM; AID 862;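 active = inhibition above the mean inhibition across all screened compounds plus 3 SD, cut at about 44% in these data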;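 note: 0% = DMSO only wells and 100% = 100 µM nifuroxazide control wells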
bIAP act = increases bovine intestinal alkaline phosphatase activity; purified bovine IAP, CDP-star luminescence, 30 min; stronger effect = higher value; fold of DMSO-control signal, blank-subtracted; 200,000 tested, 0.17% active; AID 1016; activation factor at 20 µM;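 active = activation factor of 2 or more at 20 µM, a signal rise over negative controls twice the positive control's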
ROMK mod = modulators of human ROMK potassium channel; P48048; Tet-inducible ROMK, thallium flux fluorescence; actives lie on both sides; B-score at 10 µM; 130,000 tested, 2% active; AID 1918;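 active = signal ratio slope over the read window, or its plate-corrected B-score, at least 3 SD from the plate mean, either direction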;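 note: B-score of the F/F0 ratio slope over 7 to 12 s after thallium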
Target sequence (P48048 whole entry, looked up): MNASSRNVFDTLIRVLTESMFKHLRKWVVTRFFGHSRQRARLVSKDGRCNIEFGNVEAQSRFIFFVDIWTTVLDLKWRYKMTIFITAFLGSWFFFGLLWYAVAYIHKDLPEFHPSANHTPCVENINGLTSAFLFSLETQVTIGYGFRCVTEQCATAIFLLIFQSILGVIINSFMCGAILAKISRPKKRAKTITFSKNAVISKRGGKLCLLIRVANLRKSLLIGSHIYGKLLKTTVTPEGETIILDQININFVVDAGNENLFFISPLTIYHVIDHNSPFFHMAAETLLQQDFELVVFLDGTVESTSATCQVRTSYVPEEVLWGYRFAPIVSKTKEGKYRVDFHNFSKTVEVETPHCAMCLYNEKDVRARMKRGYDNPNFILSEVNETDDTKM
PPARg SRC-3 ag = promotes SRC-3 coactivator recruitment by human PPARgamma; 200,000 tested, 0.26% active; activation, % at 8 µM; biochemical PPARgamma/SRC-3 coactivator recruitment assay; in the data active = activation above about 23%;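 note: 0% = DMSO and 100% = reference agonist; some compounds past the cut are filed as inactive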
PPARg SRC-1 ag = promotes SRC-1 coactivator recruitment by human PPARgamma. PPARgamma-SRC-1 coactivator recruitment biochemical assay. activation, % at 8 µM. 200,000 tested, 0.41% active; in the data active = activation above about 19%;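 note: 0% = DMSO and 100% = reference agonist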
Active calls of the source: *; x = no result given.

| # | molecule | TR-FRET SRC-2 ct | STAT3 activator | STAT1 blocker | PPARg SRC2 recr | TNAP act hiacc | bIAP inh | STAT3 blocker | bIAP act | ROMK mod | PPARg SRC-3 ag | PPARg SRC-1 ag |
| --- | --- | --- | --- | --- | --- | --- | --- | --- | --- | --- | --- | --- |
| 1 | CC(=O)NCCCC(=O)NC(CCC(=O)OCc1ccccc1)C(=O)OCc1ccccc1 (centres undefined) | 1505 | 113 | -5 | -1 | 1 | 3 | -14 | 1 | x | 0 | 0 |
| 2 | COc1cc(C(=O)Oc2cccc(C)c2)cc(OC)c1OC | 1521 | 94 | -2 | 3 | 1.1 | 5 | 11 | 0.9 | x | -1 | 0 |
| 3 | Nc1c(S(=O)(=O)c2cccc(Cl)c2)c2nc3ccccc3nc2n1/N=C/c1ccc(O)c(O)c1 | 1847 | 87 | -10 | 13 | 0.9 | -12 | 25 | 1.1 | x | 3 | 10 |
| 4 | Cc1cc(Nc2ccccc2)nc2cc(O)ccc12 | 1750 | 94 | 1 | 8 | 1 | 0 | 7 | 1 | 0.14 | 6 | 9 |
| 5 | COc1ccc(S(=O)(=O)Nc2ccc3c(c2)OCO3)cc1C | 1864 | 96 | 11 | 24* | 1 | 21 | 7 | 0.8 | x | 19 | 4 |
| 6 | COc1ccc(-c2n[nH]c(C)c2-c2ccc(OC)c(OC)c2)c(O)c1 | 1481 | 98 | 3 | 3 | 1.1 | -66 | 7 | 1.7 | 0.38 | -3 | -3 |
| 7 | CN(CCC#N)C(=O)CSc1nc2scc(-c3ccccc3)c2c(=O)[nH]1 | 1571 | 96 | -5 | 0 | 1 | 0 | 13 | 1 | 0.38 | 2 | -1 |
| 8 | COc1ccc(C)cc1-n1nnnc1SCC(=O)NNC(=O)c1ccc([N+](=O)[O-])cc1 | 1501 | 97 | 2 | -4 | 0.9 | 38 | 6 | 0.6 | -0.29 | -4 | 7 |
| 9 | CC(C(=O)O)N1C(=O)C2C3CC(C2C1=O)C1C(c2ccccc2)c2sc(=O)[nH]c2SC31 (centres undefined) | 1585 | 100 | -3 | -3 | 1 | 8 | -2 | 0.9 | 0.33 | -1 | 1 |
| 10 | COc1ccc(CNC(=O)c2ccc(-c3ccccc3)cc2)cc1 | 1512 | 105 | -18 | -1 | 1.1 | 12 | 4 | 0.9 | x | 17 | 10 |
| 11 | COc1cc(/C=C/C(=O)O)cc(S(=O)(=O)Nc2ccc3nc(SC)sc3c2)c1OC | 1820 | 104 | -7 | 10 | 1.1 | 15 | -4 | 0.9 | -0.33 | 4 | 4 |
| 12 | Cn1nnnc1P(=O)(c1ccccc1)c1ccccc1 | 1723 | 99 | -7 | -8 | 1.1 | 17 | 6 | 0.8 | x | 3 | 1 |

Later entries.
| # | molecule | TR-FRET SRC-2 ct | STAT3 activator | STAT1 blocker | PPARg SRC2 recr | TNAP act hiacc | bIAP inh | STAT3 blocker | bIAP act | ROMK mod | PPARg SRC-3 ag | PPARg SRC-1 ag |
| --- | --- | --- | --- | --- | --- | --- | --- | --- | --- | --- | --- | --- |
| 13 | Cc1cccc(-n2ncc3c(NCc4cccs4)ncnc32)c1 | 1561 | 102 | -34 | 4 | 1 | 19 | 2 | 0.8 | x | -1 | -1 |
| 14 | CC1CC(C)CN(C(=O)CSc2ccsc2[N+](=O)[O-])C1 (centres undefined) | 1709 | 106 | 2 | 0 | 1 | 21 | 4 | 0.8 | 0.23 | 3 | 5 |
| 15 | CNC(=S)NCc1ccc2[nH]c3c(c2c1)CCCC3 | 1545 | 98 | -14 | 1 | 1.1 | 7 | 11 | 0.9 | -0.089 | 8 | 0 |
| 16 | Cc1ccc(/C=N/NC(=O)CNC(=O)c2cccs2)o1 | 1539 | 85 | -5 | -2 | 1 | -7 | 26 | 1.1 | 0.6 | 4 | 2 |
| 17 | O=c1c(C/C=C/c2ccccc2)c(O)ccn1Cc1cccc(Cl)c1 | 1472 | 105 | -9 | 3 | 1 | -3 | 0 | 1 | 0.011 | 2 | 9 |
| 18 | CCCCNS(=O)(=O)c1ccc(OC)cc1 | 1438 | 103 | 7 | 7 | 1 | 9 | 0 | 0.9 | 0.74 | -1 | 5 |
| 19 | CC(C)(Cc1ccc(O)cc1)NC(=O)CC(=O)N/N=C/c1ccc([N+](=O)[O-])cc1 | 1488 | 104 | -3 | 2 | 1 | -1 | 5 | 1 | 0.69 | 2 | 2 |
| 20 | Cc1ccc2nc(NC(=O)COC(=O)c3ccc(Br)o3)sc2c1 | 1318 | 127 | -12 | -5 | 1 | -7 | -26 | 1.1 | x | -1 | -2 |
| 21 | Clc1ccc(-c2nc3ccccn3c2CN2CCSCC2)cc1 | 1713 | 99 | 5 | 12 | 1.1 | 1 | 5 | 1 | -0.57 | 1 | 2 |
| 22 | O=C(c1ccc([N+](=O)[O-])s1)N1CCN(c2cccc(Cl)c2)CC1 | 1504 | 91 | 10 | 4 | 1 | 49 | 10 | 0.5 | x | 4 | -2 |
| 23 | N#C/C(=C\c1ccc(N2CCOCC2)o1)C(=O)NCC1CCCO1 (centres undefined) | 2010* | 99 | -11 | 14 | 0.7 | 44 | 6 | 0.6 | -4.2* | 4 | 20* |
| 24 | O=[N+]([O-])c1ccc(N2CCCC2)cc1NCc1ccccc1 | 1463 | 109 | -2 | 2 | 0.9 | 12 | 0 | 0.9 | x | 3 | 11 |

(25) CCCC(=O)N/N=C1\CS(=O)(=O)N(C)c2ccsc21
(26) CCCCCCS(=O)Cc1ccccc1 (centres undefined)
(27) CCOC(OCC)P(=O)(c1ccccc1)c1ccccc1
(28) O=C(c1cccs1)N1CCN(C(=O)c2ccco2)c2ccccc2C1
(29) COc1ccc(C(=O)/C=C/c2ccccc2)c(OC)c1
(30) Cc1ccc(Cn2nnc3c(=O)n(CC(=O)OCc4ccccc4)cnc32)cc1
(31) Cc1cccc(C)c1NC(=O)C(c1ccccc1)N1CCN(C(=O)c2ccco2)CC1 (centres undefined)
(32) CC(NC(=O)c1cc(Br)ccc1Br)c1ccccc1 (centres undefined)
assay / entry | 25 | 26 | 27 | 28 | 29 | 30 | 31 | 32
TR-FRET SRC-2 ct | 1644 | 1731 | 1712 | 1518 | 1542 | 1439 | 1634 | 1557
STAT3 activator | 101 | 92 | 104 | 103 | x | 100 | 100 | 99
STAT1 blocker | -6 | 2 | -5 | 7 | -15 | -1 | -6 | 8
PPARg SRC2 recr | 2 | -1 | 10 | 5 | 2 | 1 | 4 | -2
TNAP act hiacc | 1 | 1 | 1 | 1.1 | 1.1 | 1 | 1 | 1.1
bIAP inh | 2 | 5 | 0 | 7 | 24 | 10 | 8 | 5
STAT3 blocker | 1 | 14 | 4 | 2 | x | 3 | 4 | 6
bIAP act | 1 | 1 | 1 | 0.9 | 0.8 | 0.9 | 0.9 | 0.9
ROMK mod | -0.14 | x | x | x | x | -0.73 | -0.47 | 0.017
PPARg SRC-3 ag | 3 | 2 | 1 | -8 | -1 | -6 | 1 | 5
PPARg SRC-1 ag | 4 | 0 | 6 | 1 | 4 | -4 | -2 | 2

In the list so far, these contain an aryl thioether with sulfur outside any ring.
(7) CN(CCC#N)C(=O)CSc1nc2scc(-c3ccccc3)c2c(=O)[nH]1
(8) COc1ccc(C)cc1-n1nnnc1SCC(=O)NNC(=O)c1ccc([N+](=O)[O-])cc1
(11) COc1cc(/C=C/C(=O)O)cc(S(=O)(=O)Nc2ccc3nc(SC)sc3c2)c1OC
(14) CC1CC(C)CN(C(=O)CSc2ccsc2[N+](=O)[O-])C1 (centres undefined)
assay / entry | 7 | 8 | 11 | 14
TR-FRET SRC-2 ct | 1571 | 1501 | 1820 | 1709
STAT3 activator | 96 | 97 | 104 | 106
STAT1 blocker | -5 | 2 | -7 | 2
PPARg SRC2 recr | 0 | -4 | 10 | 0
TNAP act hiacc | 1 | 0.9 | 1.1 | 1
bIAP inh | 0 | 38 | 15 | 21
STAT3 blocker | 13 | 6 | -4 | 4
bIAP act | 1 | 0.6 | 0.9 | 0.8
ROMK mod | 0.38 | -0.29 | -0.33 | 0.23
PPARg SRC-3 ag | 2 | -4 | 4 | 3
PPARg SRC-1 ag | -1 | 7 | 4 | 5

(next part)
(33) CC(C)NC(=O)CN1C(=O)C(=O)c2ccccc21
(34) CCc1cccc(CC)c1-n1c(SCC(=O)N2CCc3ccccc3C2)nnc1-c1cccnc1
(35) COCc1cc(=O)[nH]c(/N=C(\N)Nc2ccccc2C)n1
(36) N#CC1=C(N)Oc2c(ccc3cccnc23)C1c1cccnc1 (centres undefined)
(37) CCC(C)[C@H](NC(=O)Nc1cccc(Br)c1)C(=O)OC (some centres undefined)
(38) O=C(C1=NN(c2ccccc2)C2C(=O)N(c3ccccc3Cl)C(=O)C12)c1ccccc1 (centres undefined)
(39) COc1cc(NS(=O)(=O)c2ccc(F)cc2)c(OC)cc1NC(C)=O
assay / entry | 33 | 34 | 35 | 36 | 37 | 38 | 39
TR-FRET SRC-2 ct | 1455 | 1674 | 1512 | 1691 | 1658 | 1561 | 1420
STAT3 activator | 98 | 105 | 95 | 92 | 103 | 94 | 98
STAT1 blocker | 3 | -4 | 6 | -5 | -7 | -4 | -5
PPARg SRC2 recr | -3 | 12 | 13 | -2 | 4 | 8 | 2
TNAP act hiacc | 1 | 1.1 | 1.1 | 0.9 | 1 | 0.9 | 1
bIAP inh | 0 | 3 | -44 | 10 | 10 | -21 | 3
STAT3 blocker | 7 | -6 | 6 | 14 | -4 | 9 | 11
bIAP act | 1 | 1 | 1.4 | 0.9 | 0.9 | 1.2 | 1
ROMK mod | 0.98 | x | 0.3 | 3.6* | 0.2 | x | -0.28
PPARg SRC-3 ag | -5 | 1 | 1 | -1 | 1 | 4 | -8
PPARg SRC-1 ag | 9 | 4 | 5 | -1 | 2 | 3 | 0

One compound at a time (already shown). Order of values: TR-FRET SRC-2 ct, STAT3 activator, STAT1 blocker, PPARg SRC2 recr, TNAP act hiacc, bIAP inh, STAT3 blocker, bIAP act, ROMK mod, PPARg SRC-3 ag, PPARg SRC-1 ag
Results for `CCC(C)[C@H](NC(=O)Nc1cccc(Br)c1)C(=O)OC` (some centres undefined) : 1658, 103, -7, 4, 1, 10, -4, 0.9, 0.2, 1, 2
Results for `CC(C)NC(=O)CN1C(=O)C(=O)c2ccccc21` : 1455, 98, 3, -3, 1, 0, 7, 1, 0.98, -5, 9
Results for `CCc1cccc(CC)c1-n1c(SCC(=O)N2CCc3ccccc3C2)nnc1-c1cccnc1` : 1674, 105, -4, 12, 1.1, 3, -6, 1, x, 1, 4
Results for `O=C(C1=NN(c2ccccc2)C2C(=O)N(c3ccccc3Cl)C(=O)C12)c1ccccc1` (centres undefined) : 1561, 94, -4, 8, 0.9, -21, 9, 1.2, x, 4, 3
